# High-throughput results (PubChem)
# GAA glycogen mod: qHTS Assay for Inhibitors and Activators of Human alpha-Glucosidase Cleavage of Glycogen | recombinant GAA, glycogen substrate, Amplex Red glucose oxidase fluorescence | Potency, µM (doses to about 76.4 µM), without a hit: at the top dose activity change, negative = inhibition, hits mostly inhibitors | 300,000 tested, 0.38% active | Lysosomal alpha-glucosidase (Homo sapiens), P10253; active = well fitted inhibition curve with a large enough effect; inconclusive = small, poorly fitted or top-dose-only effect, or another doubt; inactive = no such curve, though single readings can be large or run the other way;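 note: 0% = full enzyme reaction and -100% = no-enzyme basal signal; the screen sought inhibitors and activators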
#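 Recombinant enzyme (4 nM final) with compounds titrated up to 77 uM and bovine liver glycogen (30 ug) in citrate pH 5.0, 0.01% Tween-20, 37 C 40 min. Released glucose detected by Amplex Red/glucose oxidase (Ex 573/Em 610); AC50 from Hill fits.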
# * hit, by the source's call; u = inconclusive; [ ] = dose if it differs, or a comment. Potency is the fitted concentration of half-maximal effect. Some of the compounds tested; rates above refer to the full screens.
# A first look, 6 compounds:
no.	structure	GAA glycogen mod
1	COc1cc(/C(C)=N/NC(=O)c2nnn(-c3nonc3N)c2-c2cccs2)ccc1O	-5%[76.3 µM]
2	Cc1ccc(Nc2c(-c3ccc(C)cc3)nc3ccc(C)cn23)cc1	-12%[76.3 µM]
3	COc1ccc(NC(=O)CSCc2cnn(-c3ccccc3)c2-n2cccc2)cc1	-9%[76.3 µM]
4	O=C(COC(=O)/C=C/c1ccc(C(F)(F)F)cc1)NC1CCCC1	-1%[76.3 µM]
5	O=C(NCc1ccccc1Cl)c1ccc(Cn2c(SCc3ccccc3)nc3cccnc32)cc1	2%[76.3 µM]
6	O=C(NC1CCC1)C1CCC(=O)N(Cc2cccc(F)c2)C1 (stereo not drawn)	0%[76.3 µM]

# The listing, repeating the preview:
no.	structure	GAA glycogen mod
1	COc1cc(/C(C)=N/NC(=O)c2nnn(-c3nonc3N)c2-c2cccs2)ccc1O	-5%[76.3 µM]
2	Cc1ccc(Nc2c(-c3ccc(C)cc3)nc3ccc(C)cn23)cc1	-12%[76.3 µM]
3	COc1ccc(NC(=O)CSCc2cnn(-c3ccccc3)c2-n2cccc2)cc1	-9%[76.3 µM]
4	O=C(COC(=O)/C=C/c1ccc(C(F)(F)F)cc1)NC1CCCC1	-1%[76.3 µM]
5	O=C(NCc1ccccc1Cl)c1ccc(Cn2c(SCc3ccccc3)nc3cccnc32)cc1	2%[76.3 µM]
6	O=C(NC1CCC1)C1CCC(=O)N(Cc2cccc(F)c2)C1 (stereo not drawn)	0%[76.3 µM]
7	Cc1nn(-c2nc(-c3ccc(F)cc3)cc(C(F)(F)F)n2)c(C)c1Cl	-11%[76.3 µM]
8	COc1ccc2c3c([nH]c2c1)C(C)N(CCC(=O)NN)CC3 (stereo not drawn)	-15%[15.3 µM]
9	C=CCn1c2ccccc2c2n[nH]c(=S)nc21	u
10	O=C1[C@@H]2Cc3c([nH]c4ccccc34)CN2C(=O)CN1CCCCCO	12%
11	O=C(NCc1ccccc1Cl)C1CCN(S(=O)(=O)c2cccs2)CC1	4%
12	Cc1cccc(OCc2nnc(SCC(=O)Nc3ccc(C)cc3C)o2)c1	3%[76.3 µM]
13	O=C(NCc1ccncc1)C1CCN(S(=O)(=O)c2ccc(F)cc2)CC1	5%
14	CCc1ccc(-c2nc3c(c(SCc4ccccc4)n2)Cc2c(CO)cnc(C)c2O3)cc1	-7%[76.3 µM]
15	CCN(C(=O)C1CCCO1)c1ccccc1 (stereo not drawn)	0%[76.3 µM]
16	Nc1nonc1-n1nnc(C(=O)N/N=C/c2cccc(O)c2)c1CN1CCCC1	1%[76.3 µM]
17	Cc1ccc(-c2ccc(=O)n(CCC(=O)N3CCN(c4cccc(C)c4)C(C)C3)n2)cc1 (stereo not drawn)	-13%
18	Cc1cc(C(=O)N/N=C/c2ccc(-c3ccc([N+](=O)[O-])cc3C)o2)n[nH]1	4%[76.3 µM]
19	CCCSc1ccccc1C(=O)N1CCN(C(=O)c2ccco2)CC1	-3%[76.3 µM]
20	COc1ccc(C(C(=O)NC2CCCC2)N(Cc2cccnc2)C(=O)c2snc(C(N)=O)c2N)cc1OC (stereo not drawn)	-9%

# An excerpt from above in order of the GAA glycogen mod value, smallest number first:
no.	structure	GAA glycogen mod
17	Cc1ccc(-c2ccc(=O)n(CCC(=O)N3CCN(c4cccc(C)c4)C(C)C3)n2)cc1 (stereo not drawn)	-13%
20	COc1ccc(C(C(=O)NC2CCCC2)N(Cc2cccnc2)C(=O)c2snc(C(N)=O)c2N)cc1OC (stereo not drawn)	-9%
10	O=C1[C@@H]2Cc3c([nH]c4ccccc34)CN2C(=O)CN1CCCCCO	12%

# Next part.
no.	structure	GAA glycogen mod
21	CCc1ccc(CNC(=O)c2ccc3nc(SCc4ccc(F)cc4)n(C)c3c2)cc1	-7%[76.3 µM]
22	Cc1ccc2occ(CC(=O)Nc3nnc(C(C)C)s3)c2c1	14%[76.3 µM]
23	COc1cccc(C(=O)NC2CCN(CC(=O)Nc3ccccc3Cl)CC2)c1	2%
24	COc1cc(C(=O)N2CCCc3ccccc32)c([N+](=O)[O-])cc1OC	4%[76.3 µM]
25	O=C(O)CNC(=O)c1ccc(Oc2c(F)c(F)c(Oc3ccc(C(=O)NCC(=O)O)cc3)c(F)c2F)cc1	16%
26	CN(CC(=O)Nc1ccc2c(c1)OCO2)S(=O)(=O)c1ccc(F)cc1	-3%
27	O=c1c2sc3ccccc3c2n(Cc2ccccc2F)c(=O)n1-c1ccccc1Cl	1%[76.3 µM]
28	CCOc1cc2[nH]c(=S)n(Cc3ccc(C(=O)NCCN(CC)CC)cc3)c(=O)c2cc1OCC	-6%
29	COc1ccc(-c2cc(C(F)(F)F)nc(NCc3ccc(F)cc3)n2)cc1	7%[76.3 µM]
30	COc1cccc(C(=O)Nc2c(C(=O)Nc3ccc(F)cc3)oc3ccccc23)c1OC	5%[76.3 µM]
31	COc1ccc(-n2nc(C(=O)NCC(=O)NCCCN3CC(C)CC(C)C3)c3ccccc3c2=O)cc1Cl (stereo not drawn)	-2%
32	COc1cccc2cc(C(N)=O)/c(=N\NC(=O)c3ccccc3)oc12	-5%
33	CC(C)C(OC(=O)c1nsc(Cl)c1Cl)C(=O)NCC1CCCO1 (stereo not drawn)	-6%[76.3 µM]
34	COc1ccc(NC(=O)CNC(=O)Cn2ccc3ccccc3c2=O)c(OC)c1	-20%
35	Cc1ccc(Nc2nc(-c3sc(C)nc3C)cs2)cc1	-9%[76.3 µM]
36	CCCS(=O)(=O)N1CC(=O)N(c2ccc(C)cc2C)C(C)(C(=O)NC2CCCCCC2)C1 (stereo not drawn)	18%[76.3 µM]
37	CCC1CCCCN1CCNC(=O)C1CCN(S(=O)(=O)c2cccc3nsnc23)CC1 (stereo not drawn)	-1%[76.3 µM]
38	O=C(CN1C(=O)CC(c2ccco2)Sc2ccccc21)Nc1ccc(C(F)(F)F)cc1 (stereo not drawn)	14%[76.3 µM]
39	COc1ccc(C2N(C(C)=O)CCCN2S(=O)(=O)c2ccc(C)cc2)cc1 (stereo not drawn)	-2%
40	O=C(Nc1cc(Cl)ccc1O)C1CC(c2ccccc2Cl)=NO1 (stereo not drawn)	u
41	CCC(C)c1ccc(OCc2ccc(C(=O)O)o2)cc1 (stereo not drawn)	-4%
42	CCOC(=O)CNC(=O)CSc1ccc(-c2nc3ccccc3[nH]2)cn1	-3%[76.3 µM]
43	CN(C(=O)NCc1noc2ccccc12)c1cccc(Cl)c1	-9%[76.3 µM]
44	COCCNC(=O)c1ccc2c(Cl)c3c(nc2c1)CCC3	6%
45	CNS(=O)(=O)c1ccc2c3c(cccc13)C(=O)N2	18%[76.3 µM]
46	Cc1ccc(-c2noc(CSc3nnc(C)n3-c3ccc(F)cc3)n2)cc1	-8%[76.3 µM]
47	Cc1ccc(OCC(=O)O/N=C(\N)c2ccncc2)c(C)c1	-16%
48	O=C(O)c1ccccc1NC(=O)c1ccccc1-c1ccccc1C(=O)O	6%[76.3 µM]
49	C=Cc1ccc(C(=O)NC2CCCN(Cc3ccccc3F)C2)cc1 (stereo not drawn)	-11%[76.3 µM]
50	COCCCn1c(C(=O)N2CCOCC2)cc2c(=O)n3ccccc3nc21	-7%[76.3 µM]
51	COc1ccc(S(=O)(=O)N(CC(=O)N2CCN(C)CC2)c2ccc(C)cc2)cc1Br	-2%[76.3 µM]
52	Cc1ccc2c(c1)N(S(=O)(=O)c1cc(-c3cc(C)no3)ccc1C)CCO2	-11%[76.3 µM]
53	Cc1ccccc1NC(=O)CSc1nc2c(oc3ccccc32)c(=O)n1Cc1ccco1	-4%[76.3 µM]
54	COc1cccc2cc(C(=O)NCc3ccc(F)cc3)c(=N)oc12	4%[76.3 µM]
55	Cc1ccc(-c2cc(-c3ccc4c(c3)NC(=O)CO4)nc3c2COc2ccccc2-3)cc1	3%[76.3 µM]
56	COc1ccc(CCNC(=O)c2cc3c(=O)n(C)c4cc(Cl)ccc4c3s2)cc1OC	18%[76.3 µM]
57	COc1cccc(C(=O)Nc2ccc(S(=O)(=O)N3CCN(C)CC3)cc2)c1	-9%
58	Cc1cc(=O)n2c(C(=O)Nc3ccc(Br)cc3)c(C(=O)Nc3ccccc3)sc2n1	-3%[76.3 µM]
59	Cn1nccc1C(=O)N1CCCC(N2CCN(Cc3ccc4c(c3)OCO4)CC2)C1 (stereo not drawn)	-2%[76.3 µM]
60	COc1ccc(CC(=O)Nc2ccc3nc(Nc4ccc(OC)cc4)cc(C)c3c2)cc1	3%[76.3 µM]

# Down the list, from the results shown:
# Nos. 49–55 in GAA glycogen mod: -11%[76.3 µM], -7%[76.3 µM], -2%[76.3 µM], -11%[76.3 µM], -4%[76.3 µM], 4%[76.3 µM], 3%[76.3 µM]

# (continued)
no.	structure	GAA glycogen mod
61	Cc1ccc(S(=O)(=O)Nc2ccc(O)c3cccnc23)cc1	4%
62	COC(=O)c1ccc(OC(=O)/C=C/c2ccco2)cc1	-2%
63	Cc1cccc(CC(=O)NC2CCCCCC2)c1	-12%[76.3 µM]
64	N/C(=N\OC(=O)c1ccc([N+](=O)[O-])cc1)c1ccc(Br)cc1	-1%[76.3 µM]
65	Cc1ccc2c(c1)NC(=O)C(CC(=O)Nc1ccccc1Cl)O2 (stereo not drawn)	-2%[76.3 µM]
66	Cc1ccccc1CS(=O)(=O)CCC(=O)NCc1ccc(F)cc1Cl	-15%[76.3 µM]
67	O=c1c2sc3ccccc3c2n(Cc2ccc(F)cc2)c(=O)n1Cc1ccccc1	0%[76.3 µM]
68	O=C(N/C(=C/c1cccc([N+](=O)[O-])c1)C(=O)N1CCCCC1)c1ccco1	3%[76.3 µM]
69	COc1ccccc1S(=O)(=O)Cc1ccc(C(=O)NCCCN2CCN(c3ccc(F)cc3)CC2)o1	0%[76.3 µM]
70	O=c1[nH]c2ccc(S(=O)(=O)Nc3ccc(Cl)cc3)cc2[nH]1	12%[76.3 µM]
71	CCOc1ccc(-c2nc3c(C#N)c[nH]n3c2NC2CCCCC2)cc1	-3%[76.3 µM]
72	CCOC(=O)Cn1nc(NC(=O)c2ccc3c(c2)OCO3)cc1C	-1%[76.3 µM]
73	COCCNC(=O)c1cccc(NC(=O)C2=C(C)OCCS2)c1	3%
74	COc1cc(-c2nc3n(n2)C(c2ccc(F)cc2)C(C(N)=O)=C(C)N3)cc(OC)c1OC (stereo not drawn)	-17%[76.3 µM]
75	Cc1cc(NC(=O)COc2ccccc2)ccc1Cl	-8%[76.3 µM]
76	CN(C)S(=O)(=O)c1ccc(S(=O)(=O)N2CCCC(C(=O)NC3CCCC3)C2)cc1 (stereo not drawn)	15%
77	Cc1ccc(S(=O)(=O)N2CCC3(CC2)OCCO3)c(C)c1	5%[76.3 µM]
78	CC(=O)c1ccc(Nc2nc3ccccc3nc2NS(=O)(=O)c2cccs2)cc1	10%[76.3 µM]
79	O=C(CNC(=O)c1ccccc1Br)N/N=C/c1cccs1	1%
80	O=C(O)c1ccc(CP(=O)(c2ccccc2)c2ccccc2)cc1	17%[76.3 µM]
81	CCCc1nnc(N2C(=O)c3oc4ccc(F)cc4c(=O)c3C2c2ccc(C(=O)OC)cc2)s1 (stereo not drawn)	8%[76.3 µM]
82	C/[N+]([O-])=C/c1c(OCc2ccccc2)ccc2ccccc12	-10%
83	Cc1ccc(NC(=O)CN(C)C(=O)Cc2c(Cl)cccc2Cl)cc1	-1%
84	COc1ccc(-n2nc(C(=O)NCC(=O)N3CCN(c4ccccc4)CC3)c3ccccc3c2=O)cc1OC	-8%
85	COc1ccc(C(=O)N/C(=C\c2ccco2)C(=O)NCc2ccco2)cc1	0%[76.3 µM]
86	O=C(NCCCN1CCOCC1)c1ccc2c(=O)n(Cc3cccc(Br)c3)c(=S)[nH]c2c1	-6%
87	COc1ccc(OCCC(=O)N2CCN(C)CC2)cc1	-8%[76.3 µM]
88	CCOc1ccc(CNC(=O)Cn2cc3c(n2)-c2c(oc(C(=O)N4CCCC4)c2C)CC3)cc1	-23%[76.3 µM]
89	Cc1cc(NC(=O)CCC(=O)N(c2ccccc2)C(C(=O)NC(C)(C)C)c2ccccc2Cl)no1 (stereo not drawn)	3%
90	C=CCNC(=O)C(C)N1c2cccc3cccc(c23)S1(=O)=O (stereo not drawn)	0%[76.3 µM]
91	CCC1=NN2C(=N)/C(=C\c3ccc(OCCOc4ccc(NC(C)=O)cc4)cc3)C(=O)N=C2S1	0%
92	CC(C)=CC(=O)N1CCC(N2CCC(C(=O)NCC3CCCO3)CC2)CC1 (stereo not drawn)	2%[76.3 µM]
93	COc1cc(C(=O)N/N=C(\C)c2ccccn2)cc(OC)c1OC	-4%[76.3 µM]
94	CCc1cc(C(=O)c2ccc(OC)cc2)c(NC(=O)COCC(=O)O)s1	-6%
95	COc1ccc(S(=O)(=O)N2CCN(CC(O)COc3ccc(C#N)cc3)CC2)cc1OC (stereo not drawn)	-4%
96	CCOc1ccccc1NC(=O)CSc1nncc2ccccc12	4%
97	COc1ccc(C(=O)OCCOc2cccc(Cl)c2)cc1S(=O)(=O)N1CCOCC1	-13%[76.3 µM]
98	O=C(NCc1ccccc1)C1CCN(S(=O)(=O)Cc2ccccc2)CC1	-1%[76.3 µM]
99	COC(=O)C1CN(C(=O)COc2cc(C)cc(C)c2)c2ccccc2O1 (stereo not drawn)	-2%
100	Cn1c(=O)c2c(nc(Oc3ccccc3)n2Cc2c(Cl)cccc2Cl)n(C)c1=O	7%[76.3 µM]
101	CCc1ccc(Cn2nnc3c(=O)[nH]c(C4CCCN(C(=O)c5cccc(Cl)c5)C4)nc32)cc1 (stereo not drawn)	-9%[76.3 µM]
102	COc1cc(-c2nc(Cn3nnc(C(=O)Nc4cccc(Cl)c4)c3C)c(C)o2)cc(OC)c1OC	-5%[76.3 µM]
103	COc1ccc(/C=C2\SC(=O)N(CCC(=O)N3CCCCC3)C2=O)cc1OC	-3%
104	Fc1ccc(Cc2cn3cc(-c4ccc(F)cc4)nc3s2)cc1	11%[76.3 µM]
